CHO parental Ca: signal in parental CHO cells, OX1R antagonist counter-screen; parental CHO-K1, ATP-induced calcium, Fluo-8 fluorescence; inhibition, % at 5.6 µM; actives 0.63% (n = 330,000);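 active means inhibition above that plate's mean sample inhibition plus 3 SD, cut at about 26% in these data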;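 further: 0% = ATP-challenged DMSO wells and 100% = DMSO wells without ATP; some compounds past the cut are filed as inactive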
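Material: parental CHO cells / Compound: single nominal dose of 5.6 µM per compound / Signal: Fluo-8 fluorescence / Replicates: singlicate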
CHO-K1 Ca ag: M1 agonist counterscreen hit in parental CHO-K1 cells. actives 0.48% (n = 360,000). Fluo-8 calcium fluorescence; scaled to maximal ATP response, vehicle zero. activation, % at 3 µM; in the data active means activation above about 15%;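 further: untransfected CHO-K1 host cells lacking M1 receptor as counterscreen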
M4 antag: blocks acetylcholine activation of human M4 receptor. P08173. CHO-hM4 cells, ACh EC80, Fluo-8 calcium fluorescence. actives 0.73% (n = 360,000). inhibition, % at 3 µM;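 active means inhibition above its plate's cutoff, the mean inhibition of sample wells plus 3 SD, cut at about 27% in these data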;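 further: 0% = acetylcholine EC80 with DMSO and 100% = DMSO without agonist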
M1 ag: agonists of human M1 muscarinic receptor | P11229 | CHO-K1 hM1, Fluo-8 calcium fluorescence, agonist mode; 0% DMSO, 100% acetylcholine EC100 | activation, % at 3 µM | actives 0.33% (n = 360,000) | AID 588814;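 active means activation above the run's mean compound activation plus 3 SD, cut at about 16% in these data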;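 further: peak over basal fluorescence ratio within a 140 s kinetic read after compound addition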
Target sequence (P11229 whole entry, looked up): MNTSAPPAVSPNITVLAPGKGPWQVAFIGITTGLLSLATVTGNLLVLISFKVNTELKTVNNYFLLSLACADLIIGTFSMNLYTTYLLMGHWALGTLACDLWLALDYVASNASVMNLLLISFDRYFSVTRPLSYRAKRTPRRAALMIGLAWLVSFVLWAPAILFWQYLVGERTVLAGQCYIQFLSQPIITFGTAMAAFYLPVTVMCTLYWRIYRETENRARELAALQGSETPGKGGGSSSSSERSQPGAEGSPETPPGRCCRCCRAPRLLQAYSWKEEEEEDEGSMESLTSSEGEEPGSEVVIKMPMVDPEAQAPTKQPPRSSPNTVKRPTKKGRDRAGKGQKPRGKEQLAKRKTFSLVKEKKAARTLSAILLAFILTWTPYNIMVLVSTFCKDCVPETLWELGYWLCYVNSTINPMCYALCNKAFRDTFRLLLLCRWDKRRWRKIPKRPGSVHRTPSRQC
CHRM4 agonist: CHRM4 agonism in calcium assay; CHO-K1 hM4/Gqi5, Fluo-8 calcium fluorescence; vehicle 0%, full acetylcholine response 100%; P08173; actives 0.14% (n = 360,000); activation, % at 3 µM;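 active means activation above the run mean over all test wells plus 3 SD, cut at about 32% in these data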;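 further: peak over basal fluorescence ratio per well then scaled between controls; 0% = DMSO wells and 100% = acetylcholine at EC100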
OXTR potentiate: human OXTR potentiation; CHO-OTR cells, Fluo-8 calcium fluorescence, potentiator mode; 0% = oxytocin EC15, 100% = EC100; activation, % at 3 µM; P30559; actives 0.061% (n = 320,000);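 active means activation above that plate's cutoff, the mean activation of tested compounds plus 3 SD, cut at about 6.6% in these data, passing the limit was not always enough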;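 further: 100% uses oxytocin at 75 nM as the full agonist control; some results filed as inactive read as strong as hits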
Target sequence (P30559 whole entry, looked up): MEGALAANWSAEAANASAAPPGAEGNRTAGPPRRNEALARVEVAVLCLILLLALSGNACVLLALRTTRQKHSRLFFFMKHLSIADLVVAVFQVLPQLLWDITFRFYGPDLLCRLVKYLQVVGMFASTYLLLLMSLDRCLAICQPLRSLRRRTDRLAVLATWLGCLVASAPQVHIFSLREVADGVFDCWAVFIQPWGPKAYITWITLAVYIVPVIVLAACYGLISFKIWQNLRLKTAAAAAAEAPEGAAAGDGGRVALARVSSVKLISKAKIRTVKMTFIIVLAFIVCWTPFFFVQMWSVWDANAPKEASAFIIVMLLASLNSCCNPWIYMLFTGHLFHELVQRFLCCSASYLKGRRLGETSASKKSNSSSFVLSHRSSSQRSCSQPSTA
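System: human OTR in CHO cells; Also added: sub-maximal oxytocin, roughly EC15; Timing: compound 6 min at room temperature before oxytocin, 100 s read; Technique: Fluo-8 intracellular calcium fluorescence, ex 470-495, em 515-575 nm; Controls: oxytocin EC15 low and EC100 high; Replication: singlicate.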
M1 PAM: human CHRM1 positive allosteric modulation; activation, % at 3 µM; actives 0.088% (n = 360,000); CHO-K1 hM1, Fluo-8 calcium fluorescence, ACh EC20; 0% = ACh EC20, 100% = maximal ACh; P11229; in the data active means activation above about 19%, passing the limit was not always enough
M1 antag: blocks human M1 muscarinic receptor; P11229; CHO-K1 hM1, Fluo-8 calcium fluorescence, ACh EC80 antagonist; inhibition, % at 3 µM; actives 1.3% (n = 360,000); AID 588852;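 active means percent inhibition above its own plate's cutoff, namely the mean of that plate's compound wells plus 3 SD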;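 further: peak over basal fluorescence ratio during 140 s after agonist addition; 0% = ACh EC80 plus DMSO and 100% = DMSO alone without agonist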
CHO-K1 Ca antag: nonselective inhibitor or artifact in parental CHO-K1 cells; ATP-induced calcium, Fluo-8 fluorescence; inhibition, % at 3 µM; actives 0.6% (n = 360,000);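 active means inhibition above a per-plate cutoff, the plate's mean sample inhibition plus 3 SD, cut at about 24% in these data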;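 further: 0% = DMSO plus EC80 ATP and 100% = DMSO alone without ATP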
* hit, by the source's call; . = no result given.

canonical_smiles,CHO parental Ca,CHO-K1 Ca ag,M4 antag,M1 ag,CHRM4 agonist,OXTR potentiate,M1 PAM,M1 antag,CHO-K1 Ca antag
Cn1cc(CN2CCCCC2C(=O)Nc2ccc(-n3cccn3)cc2)cn1 (stereo not given),-10,0.6,1,-5,0,2,7,-12,3
CCn1cc(C(=O)N2CCOCC2)c(=O)c2cc(S(=O)(=O)N(C)C3CCCCC3)ccc21,-6,0.5,-16,-3,1,-4,-5,1,-15
O=C(O)CCCC(=O)Nc1ccc(C(=O)NCc2cccnc2)cc1,-4,0.0,6,-2,0,-10,0,-21,-5
CCOc1ccc(CN2CCN(Cc3[nH]c4ccc(OC)cc4c3C)CC2CCO)cc1 (stereo not given),-20,0.4,12,-8,7,-14,4,2,-2
O=C(O)c1ccc(/C=N/N2CCN(Cc3ccccc3)CC2)cc1,4,0.5,2,-6,-1,0,13,-6,-4
CCC(c1nnnn1CCC(C)C)N1CCC(C(N)=O)CC1 (stereo not given),-5,1.2,0,-3,4,-12,0,2,-8
O=C(Nc1ccc(S(=O)(=O)Nc2nccs2)cc1)c1ccc(F)c(S(=O)(=O)N2CCOCC2)c1,12,0.5,5,-6,1,1,3,-3,-12
CCSc1oc(-c2ccco2)nc1S(=O)(=O)c1ccc(F)cc1,-10,0.2,2,-3,0,-11,-2,9,0
COc1ccc(-c2csc(NC(=O)[C@H](C)N3C(=O)C4CC=CCC4C3=O)n2)cc1OC (stereo not given in full),2,6.6,12,-1,16,-7,-5,12,-5
O=C(COC(=O)c1cccc(S(=O)(=O)NCc2ccccc2)c1)NC1CC1,-14,0.2,-18,-1,0,0,3,-7,-6
CCOC(=O)c1sc2nc3c(cc2c1N)COC(C)(C)C3,1,-0.1,4,1,1,0,-3,-13,1
COc1ccc(S(=O)(=O)N2CCCCC2)cc1NC(=O)CN1CCN(C(C)=O)CC1,-10,0.6,4,-5,1,5,7,-9,-13
CCCc1[nH]nc2c1C(c1ccc(OC)c(Cn3nc(C)c(Br)c3C)c1)C(C#N)=C(N)O2 (stereo not given),-22,2.5,1,-2,0,-4,11,-16,-2
COCCN=c1scc(-c2cccs2)n1/N=C/c1ccc(O)c(O)c1O,0,0.0,-19,-2,1,-8,5,-15,-22
O=C(CS(=O)(=O)c1cn(Cc2cccc(F)c2)c2ccccc12)N1CCCCC1,-9,1.6,10,-1,0,0,2,5,5
CCN(CC)CC#CCC(OC)(c1ccccc1)c1ccccc1,-22,-0.1,-1,-9,2,0,-1,9,7
CCN1C(=O)[C@H]2[C@@H](c3ccc(Cl)cc3)N3C(=O)CN(CC4CC4)C(=O)[C@@]3(Cc3ccccc3)[C@H]2C1=O,-13,0.7,-6,-11,2,4,18,-11,-2
Cc1cc(C(=O)NCC(=O)OCC(=O)N(C(C)C)C(C)C)ccc1[N+](=O)[O-],-3,1.4,15,-4,2,-15,-8,9,-9
Cc1ccccc1NC(=O)NC(C)(C)CC(C)(C)C,0,19*,-19,-1,0,0,2,-9,-12
CC1CCCCC1NC(=O)CN1CCC(O)(c2ccc3c(c2)OCO3)CC1 (stereo not given),-2,1.0,-6,-2,1,-15,7,-10,-18
O=S(=O)(NC1CCc2ccccc21)c1ccc(S(=O)(=O)N2CCCC2)cc1 (stereo not given),7,9.8,-9,-7,25,-13,-16,12,5
COCC(C)NC(=O)CSc1ncnc2sc(-c3ccccc3)cc12 (stereo not given),-5,1.2,-5,-3,3,-10,8,-15,1
O=C(COC(=O)Cc1ccc(F)cc1)NC(=O)NC1CCCC1,-4,-0.3,-11,-3,0,6,9,1,7
CCCOc1ccc(N2C(=O)CC(N(CCc3ccc(OC)cc3)C(=O)c3ccccc3)C2=O)cc1 (stereo not given),-20,0.6,-9,-6,1,-4,3,0,-3
CCCN(C(=O)Cc1ccc(S(=O)(=O)N2CCOCC2)s1)c1c(N)n(Cc2ccccc2)c(=O)[nH]c1=O,-1,0.8,6,-2,1,-10,-4,12,-6
COC(=O)Cc1c(C)nc2nc(-c3ccc(OC)cc3)[nH]n2c1=O,1,3.2,8,-4,0,2,5,0,5
CC(=O)CSc1nc(CCc2ccccc2)c(C#N)c(=O)[nH]1,.,1.0,4,5,1,.,7,-9,2
CC(Oc1ccc(F)cc1)C(=O)NN (stereo not given),-12,0.1,-8,-6,1,-4,3,-8,2
Cc1cc(C)c(C)c(S(=O)(=O)NC2CCCCC2)c1C,.,0.5,-5,-3,-1,.,10,-14,-5
O=C1C2C3C=CC(C3)C2C(=O)N1c1cccc2cccnc12 (stereo not given),-4,0.8,0,-1,2,-5,7,-10,-9

(cont.)
canonical_smiles,CHO parental Ca,CHO-K1 Ca ag,M4 antag,M1 ag,CHRM4 agonist,OXTR potentiate,M1 PAM,M1 antag,CHO-K1 Ca antag
CCOC(=O)C1C(=O)C=C(c2ccc(C)cc2)CC1c1ccc([N+](=O)[O-])cc1 (stereo not given),.,0.3,11,-10,0,.,-2,4,-1
COc1ccc(/C=C/c2c(-c3cccc(C)c3)oc3ccc(N4CCOCC4)cc23)cc1,-5,0.9,-1,-2,2,1,3,-7,-15
CC(=O)Nc1ccc(-c2nc3c(C)cccc3[nH]2)cc1,23,0.4,5,4,1,-10,8,-7,-1
CS(=O)(=O)N(CCc1ccccc1)CC(=O)N1CCc2ccccc2C1,-15,1.1,1,-4,2,-8,2,-24,-19
COc1ccc2c(c1)/C(=C/c1cc(OC)c(OC)c(OC)c1)C(=O)N2,.,0.9,-3,-2,8,.,2,2,-13
O=C(NCc1ccc2c(c1)OCO2)c1cccc([N+](=O)[O-])c1,-7,0.6,4,-4,0,-12,1,-4,-11
CN1C(=O)/C(=C/c2ccc(C(F)(F)F)cc2)Sc2ccc(C(=O)N3CCN(c4ccccn4)CC3)cc21,-27,0.2,-25,-6,5,-7,-1,0,-7
O=C(NCC1CCCO1)c1ccc(Cl)c(F)c1F (stereo not given),-3,-0.2,0,1,0,-1,10,-24,4
CCOC(=O)CC(c1ccc([N+](=O)[O-])cc1)n1c(C)ccc1C (stereo not given),-29,-0.4,2,0,2,-23,16,-18,-8
CCN(CC(=O)NCc1cccs1)C(=O)c1ccc(S(=O)(=O)Nc2ccccc2F)cc1,-16,0.2,7,-7,2,0,1,-4,7
CC1=C(C(=O)Nc2ccc(F)c(F)c2)C(c2cccs2)NC(=S)N1 (stereo not given),-7,0.7,-3,-5,2,2,1,1,4
CCN1C=C(Cc2ccc(OC)cc2)C2=C(C1)C(c1ccc(OC)cc1)C(C#N)=C(N)O2 (stereo not given),-17,-0.1,0,-5,1,-6,-7,2,-3
O=C(NCCOc1ccccc1F)C1CCC(=O)N(CC2CCCCC2)C1 (stereo not given),.,1.6,-9,-1,1,.,10,-10,-17
O=C(COc1ccc(Cl)cc1)NCc1ccncc1,-14,0.6,-11,-8,1,-10,8,-12,-11
C/C(=C\C(=O)c1ccccc1)Nc1ccc(N2CCOCC2)cc1,-11,0.9,-6,-4,3,-3,6,-9,0
CN(CC(=O)Nc1ccc(F)c(F)c1F)C(=O)c1ccc(-n2cncn2)cc1,-8,-0.1,-4,-3,1,-8,-5,17,1
CCCc1cc(-c2n[nH]c(C)c2-c2ccc(C(=O)OCC)o2)c(O)cc1O,0,0.1,12,-3,4,-6,5,0,-3
CN(C)CC(NC(=O)c1cccc(S(=O)(=O)Nc2ccc3c(c2)OCO3)c1)c1ccccc1 (stereo not given),-20,1.0,5,-4,2,1,16,-13,-12
CC(C)C(c1nnnn1Cc1ccco1)N1CCC(C(N)=O)CC1 (stereo not given),-4,0.6,0,-2,0,-14,5,-27,-17
CC(C)(C)C(=O)NCCCNc1ccc([N+](=O)[O-])cc1,17,2.4,-8,-3,6,-1,4,-6,-6
CC1CCN(C(=O)Cn2cc3c(n2)CCCC3)CC1,-13,-0.4,-4,-5,1,-11,2,-5,1
C[C@@H]1NC(=O)N(CCCn2ccnc2)C1=O,-3,1.2,-1,-5,0,-3,11,-19,-4
N#Cc1c(SC(C(=O)O)c2ccccc2)nc2c(c1-c1cccs1)CCCC2 (stereo not given),-20,2.3,6,-2,-1,-6,0,-6,-10
O=C(NCCC1=CCCCC1)C1CCCN(c2nc3ccccc3o2)C1 (stereo not given),-24,1.3,-2,-7,6,0,-1,-5,-36
Cc1cc(C)cc(NC(=O)c2cccc(C(=O)Nc3cc(C)cc(C)c3)n2)c1,-6,-0.2,-5,-2,0,-16,3,-9,3
c1ccc(Nc2nc(-c3cccs3)cs2)nc1,-12,-0.6,-6,-4,-2,-16,-2,-8,-6
COc1cccc(C2CC(c3ccc(C)cc3)n3nc(N)nc3N2)c1 (stereo not given),-7,-0.2,-3,3,2,-9,13,-20,22
O=C(Nc1cc([N+](=O)[O-])ccc1Cl)c1cccnc1,6,0.0,1,-2,0,-2,2,-5,-2
Cc1ccc(Nc2nnc(SCC(=O)Nc3ccccc3[N+](=O)[O-])s2)cc1,-41,3.1,-1,2,0,-10,0,-3,-10
Cc1cccc(NC(=O)Cn2cnc3ccccc3c2=O)c1C,-14,0.2,5,2,0,-19,-1,5,21

Further compounds.
canonical_smiles,CHO parental Ca,CHO-K1 Ca ag,M4 antag,M1 ag,CHRM4 agonist,OXTR potentiate,M1 PAM,M1 antag,CHO-K1 Ca antag
O=C(NC1CCS(=O)(=O)C1)OC1CCCCC1 (stereo not given),-6,-0.1,7,-6,-1,4,-3,2,-2
COCCN1C(=O)/C(=C/c2ccc(N3CCCC3)cc2)SC1=S,42*,4.1,-10,4,5,-12,1,10,12
CCCCn1nnnc1C1(C)CCC(=O)N1CCc1ccc(O)cc1 (stereo not given),.,1.3,-3,.,1,.,.,.,-11
CCn1ccnc1CNC(=O)c1ccc(OC2CCN(C(=O)COC)CC2)cc1,-5,-0.2,4,-3,0,-2,6,-1,-6
Cc1ccc(-n2ncc3c(NNC(=O)c4ccco4)ncnc32)c(C)c1,2,0.5,-3,-1,0,-12,4,-4,-9
CC(C)CC(=O)N1CC=CC[C@@H](c2ccc(Cl)cc2)N(Cc2ccc(Cl)cc2)C(=O)[C@@H]1Cc1ccccc1,.,1.0,-5,-4,0,.,1,-6,-13
O=[N+]([O-])c1ccc(C[n+]2cccc3c4ccccc4ccc32)cc1,-2,1.6,0,-5,1,-11,0,1,-16

Limited to CHO-K1 Ca ag (4 entries from above):
molecule,CHO-K1 Ca ag
O=[N+]([O-])c1ccc(C[n+]2cccc3c4ccccc4ccc32)cc1,1.6
CC(C)CC(=O)N1CC=CC[C@@H](c2ccc(Cl)cc2)N(Cc2ccc(Cl)cc2)C(=O)[C@@H]1Cc1ccccc1,1.0
CCn1ccnc1CNC(=O)c1ccc(OC2CCN(C(=O)COC)CC2)cc1,-0.2
Cc1ccc(-n2ncc3c(NNC(=O)c4ccco4)ncnc32)c(C)c1,0.5

Screening data (PubChem)
